FXN GAA850 act – frataxin GAA850 promoter activation; activation, % at 6 µM; HEK293 lucGAA850 FXN promoter luciferase reporter, 24 h; percent of 10 µM SAHA response; hit rate 0.56% among 360,000;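 active means activation above the average of all compounds screened plus 3 SD, cutoff fixed separately per campaign, cut at about 7.5% in these data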;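 further: 0% = DMSO wells and 100% = 10 µM SAHA wells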
ASAP1 inh – ASAP1 ArfGAP inhibition | Q9ULH1 | hit rate 0.19% among 360,000 | inhibition, % at 16.5 µM | ASAP1-stimulated ARF1 GTP hydrolysis, GDP FP detection; in the data active means inhibition above about 25%;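 further: 0% = vehicle with enzyme and substrate and 100% = no enzyme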
Target sequence (Q9ULH1 325-724 limits assumed): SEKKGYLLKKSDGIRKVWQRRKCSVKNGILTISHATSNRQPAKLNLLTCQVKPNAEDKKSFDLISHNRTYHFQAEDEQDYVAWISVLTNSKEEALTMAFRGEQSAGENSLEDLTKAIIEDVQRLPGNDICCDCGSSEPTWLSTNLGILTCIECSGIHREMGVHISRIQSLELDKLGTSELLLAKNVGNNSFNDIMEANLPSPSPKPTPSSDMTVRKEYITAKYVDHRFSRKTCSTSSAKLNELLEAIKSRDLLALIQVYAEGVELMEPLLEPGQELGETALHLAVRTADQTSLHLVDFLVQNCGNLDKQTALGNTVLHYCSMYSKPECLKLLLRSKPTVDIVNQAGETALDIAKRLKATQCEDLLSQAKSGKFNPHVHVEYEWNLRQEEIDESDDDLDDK
ADAM10 inh – inhibits human ADAM10; hit rate 0.62% among 370,000; O14672; recombinant ADAM10, EDANS/DABCYL FRET peptide cleavage, 3 h; AID 720582; inhibition, % at 7 µM;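 active means inhibition above a per-campaign cutoff equal to the mean of compounds falling between control-based bounds plus 3 SD, cut at about 20% in these data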;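 further: 0% = DMSO wells while the 100% control is not disclosed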
Target sequence (O14672 214-748 limits assumed): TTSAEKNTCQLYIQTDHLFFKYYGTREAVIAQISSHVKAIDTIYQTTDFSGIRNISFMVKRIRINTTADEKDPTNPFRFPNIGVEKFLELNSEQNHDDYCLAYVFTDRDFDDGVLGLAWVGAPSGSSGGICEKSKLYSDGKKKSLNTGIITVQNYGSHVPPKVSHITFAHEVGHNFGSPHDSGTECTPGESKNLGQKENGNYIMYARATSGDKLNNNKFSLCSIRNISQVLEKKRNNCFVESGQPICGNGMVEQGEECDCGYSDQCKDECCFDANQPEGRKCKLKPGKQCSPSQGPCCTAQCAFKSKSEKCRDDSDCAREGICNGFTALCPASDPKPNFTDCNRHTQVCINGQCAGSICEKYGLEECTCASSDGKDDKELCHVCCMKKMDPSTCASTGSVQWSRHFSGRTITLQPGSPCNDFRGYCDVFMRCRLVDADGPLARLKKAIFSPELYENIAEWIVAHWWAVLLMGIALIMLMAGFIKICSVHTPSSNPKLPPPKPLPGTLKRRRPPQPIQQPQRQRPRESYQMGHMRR
GC-B act – GC-B (human) receptor activation | activation, % at 10 µM | HEK293-GC-B cells, CNP EC30, cGMP TR-FRET; 0% at EC30 CNP, 100% saturating CNP | P20594 | AID 1920062 | hit rate 0.11% among 370,000;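 active means activation at 10 µM reaching about 35% in either raw or pattern-adjusted values, limit read from the data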
DDE Tn6 FP inh – inhibitors of Tn6 peptide binding to human fibrin DD(E) | inhibition, % at 8.3 µM | P02675 | hit rate 0.21% among 370,000 | AID 720509 | Fibrin DD(E) TRITC-Tn6 fluorescence polarization displacement;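 active means inhibition above a per-campaign cutoff: mean of compounds within control limits plus 3 SD, cut at about 15% in these data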;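 further: 0% = median of all compound wells on the plate and 100% = blocking peptide control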
rCAG RNA binder – binds r(CAG) RNA repeats; r(CAG) RNA repeat, TO-PRO-1 dye displacement fluorescence; inhibition, % at 3 µM; hit rate 1.3% among 370,000;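 active means inhibition above the plate cutoff, the mean of all test compounds on that plate plus 3 SD, cut at about 35% in these data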;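 further: 0% = DMSO alone and 100% = 100 µM mitoxantrone as full dye displacement; higher means more dye released from RNA so lower well fluorescence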
ARFGAP1 inhibitor – inhibits rat ARF GTPase activating protein 1; AID 651572; Q62848; Arfgap1-stimulated ARF1 GTP hydrolysis, GDP FP detection; hit rate 0.26% among 360,000; inhibition, % at 16.5 µM;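 active means inhibition above a per-plate limit, mean inhibition of low control wells plus 3 SD, cut at about 25% in these data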;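 further: 0% = DMSO wells with enzyme and 100% = wells lacking Arfgap1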
Target sequence (Q62848 1-136 limits assumed): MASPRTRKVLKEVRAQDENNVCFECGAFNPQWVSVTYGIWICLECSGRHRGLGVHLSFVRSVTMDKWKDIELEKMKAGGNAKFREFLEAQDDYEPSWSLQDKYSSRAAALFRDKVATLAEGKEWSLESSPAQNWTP
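Assay system: Rat Arfgap1 GAP domain (His6, aa 1-136), purified enzyme | Buffer or medium: HEPES 25 mM pH 7.5, NaCl 150 mM, MgCl2, DTT | Schedule: GTP hydrolysis reaction 2 h at 25 °C | Signal: FP of antibody-bound GDP Alexa 633 tracer, ex 620/em 688 nm | Measure: Percent inhibition of Arfgap1-stimulated GTP hydrolysis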
proKLK7 act – activates the human kallikrein-7 zymogen; P49862; purified proKLK7, EDANS-DABCYL substrate fluorescence; 100% is mature enzyme control, 0% vehicle; activation, % at 7 µM; hit rate 0.9% among 370,000;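 active means activation above the mean of all tested compounds plus 3 SD, computed per campaign excluding outliers beyond control limits, cut at about 13% in these data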
HGIII-sPLA2 inh – Inhibits HGIII-sPLA2 liposome hydrolysis, primary screen; Q9NZ20; QFRET BODIPY PC-A2 liposome hydrolysis, fluorescence; inhibition, % at 12.2 µM; hit rate 0.56% among 370,000; AID 743126;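 active means inhibition above mean plus 3 SD of compounds lying within the high and low control bounds, cut at about 19% in these data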;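 further: 0% = median of test compound wells and 100% = no enzyme DMSO wells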
GC-A act – GC-A (human) enzyme activation | P16066 | HEK293 GC-A cells, cGMP TR-FRET, EC30 ANP; 0% at EC30 ANP, 100% saturating ANP | activation, % at 10 µM | hit rate 0.14% among 370,000 | AID 1671463; in the data active means activation above about 40%
* = called active by the depositor; x = no result given. The order is random (roughly 4.5% active in at least one column).

SMILES | FXN GAA850 act | ASAP1 inh | ADAM10 inh | GC-B act | DDE Tn6 FP inh | rCAG RNA binder | ARFGAP1 inhibitor | proKLK7 act | HGIII-sPLA2 inh | GC-A act
CC1(C2CC2)NC(=O)N(CC(=O)N2CCN(c3cccc(C(F)(F)F)c3)CC2)C1=O (configuration not stated) | -1.0 | -7 | -1 | -5 | 7 | 2 | 2 | 0.5 | 8 | 2
CC(=O)Nc1ccc(NC(=O)[C@@H](NC(=O)c2cccc(C)c2)C(C)C)cc1 | 1.5 | 16 | 0 | 5 | 0 | -2 | -3 | -0.4 | 1 | -3
CC1(C)C=Cc2c(c3c(c4c(=O)c(-c5ccc(O)cc5)coc24)OC(C)(C)CC3)O1 | 0.1 | 5 | 0 | -22 | -2 | 7 | -1 | -1.6 | -1 | -10
O=C(NN=Cc1ccccc1Cl)c1cccc2ccccc12 | 3.1 | 4 | -9 | -9 | 0 | -1 | 0 | -0.7 | 2 | -8
CCOc1ccc(CCNC(=O)c2cc3sccc3n2Cc2cccc(C)c2)cc1OCC | x | x | -7 | -8 | -6 | x | x | x | 2 | -6
Cc1ccccc1-n1nc(C(=O)c2cccs2)cc(-c2nc3ccccc3[nH]2)c1=N | 6.2 | -7 | -9 | 1 | -3 | 5 | -7 | -0.7 | 23* | 6
Cc1ncc(S(=O)(=O)c2ccccc2)c(-c2ccc(Cl)cc2Cl)n1 | 0.3 | -2 | 6 | -5 | -1 | 0 | -5 | 0.0 | 3 | 4
O=C(c1cc(COc2ccc(F)cc2Cl)on1)N1CCCCCC1 | 3.2 | 7 | 0 | -2 | 5 | -6 | 9 | -0.3 | -8 | 1
Cc1cccc(C(=O)NC2CCN(CC(=O)NCc3cccs3)CC2)c1 | 0.8 | 2 | 1 | 3 | 3 | -5 | 1 | -0.2 | -1 | 3
O=C(c1ccccc1Cc1ccccc1)N1CCN(S(=O)(=O)c2ccccc2F)CC1 | -0.5 | 10 | -1 | 3 | -3 | -5 | 7 | -0.2 | -6 | 1
Cc1ccc2[nH]c(=O)c(CN(CCCO)S(=O)(=O)c3cccc4nsnc34)cc2c1 | 1.4 | -1 | -5 | -2 | -4 | -2 | 8 | 0.9 | 5 | 1
CC(C)(C)NC(=O)C(c1ccc(F)cc1)N(Cc1ccccc1Cl)C(=O)c1ccn[nH]1 (configuration not stated) | -5.3 | -3 | -2 | -2 | 2 | -5 | -6 | -0.2 | -6 | -6
Oc1cccc2ccc(/C=C/c3ccc(Br)s3)nc12 | 3.3 | -5 | 4 | 1 | -1 | 13 | 9 | 1.8 | 11 | 4
N#C/C(=N\Nc1cccc([N+](=O)[O-])c1)C(=O)c1ccc(Br)cc1 | -2.0 | 13 | 14 | -2 | 0 | 76* | 4 | -0.8 | -32 | 16
O=C(CSc1nnc(NC(=O)c2ccco2)s1)Nc1ccc(F)cc1F | 3.2 | 2 | -5 | -1 | 0 | 0 | 4 | 0.3 | -5 | 0
COc1ccc(C2(c3ccc(OC)cc3)NC(=O)N(CC(=O)N(C)c3ccccc3)C2=O)cc1 | 0.0 | 1 | 7 | -3 | 10 | -5 | -7 | -0.2 | -26 | 3
Cc1no[n+]([O-])c1COc1ccc(/C=C2\NC(=S)NC2=O)cc1 | -1.2 | -5 | -5 | 0 | 0 | 17 | 0 | 2.4 | 0 | 0
O=C(NCc1ccccc1F)c1ccc2c(c1)OCO2 | 0.7 | 0 | -1 | 1 | 0 | 1 | 1 | -0.4 | -5 | 0
CCN(C(=O)COC(=O)c1ccc(C=O)cc1)c1c(N)n(Cc2ccccc2)c(=O)[nH]c1=O | 0.5 | 6 | -14 | -1 | -2 | 10 | -1 | 0.1 | 11 | -2
C=CCNc1ncnc2c1ncn2[C@H]1CN(Cc2ccc3c(c2)OCO3)C[C@@H](CO)O1 | 0.8 | 4 | -7 | -3 | -4 | -1 | -8 | -0.1 | 8 | -7
O=C(NCc1nc(-c2ccc(C(F)(F)F)cc2)no1)Nc1cc(Cl)cc(Cl)c1 | 1.4 | -12 | 0 | -1 | -5 | 5 | -5 | -0.4 | 3 | -2
C#CCNC(=O)C[C@H]1C[C@@]2(C(=O)OC)C(=C[C@H](C3CCCC3)O[C@@H]2C)N(Cc2ccc(Cl)cc2Cl)C1=O | x | x | 5 | -14 | -1 | 9 | x | 0.3 | -7 | -29
Cc1nc2ncnn2c(C)c1CCC(=O)N1CC(C)CC(C)C1 (configuration not stated) | -1.7 | -8 | -47 | -4 | 9 | -4 | -1 | -0.4 | 1 | -4
CC(C)C[C@H](NC(=O)N1c2ccccc2NC(=O)[C@@H]1C(C)C)C(=O)N1CCC[C@@H]1C(=O)O | -0.5 | 11 | -2 | -6 | -4 | 0 | -3 | -0.5 | 1 | 0
COc1ccccc1OCc1ccc(C(=O)Nc2ccc(Cl)cn2)o1 | 1.1 | -24 | -4 | -1 | 1 | -4 | 1 | -0.2 | -5 | 6

An excerpt from above in order of length of the SMILES, high to low.
SMILES | FXN GAA850 act | ASAP1 inh | ADAM10 inh | GC-B act | DDE Tn6 FP inh | rCAG RNA binder | ARFGAP1 inhibitor | proKLK7 act | HGIII-sPLA2 inh | GC-A act
C#CCNC(=O)C[C@H]1C[C@@]2(C(=O)OC)C(=C[C@H](C3CCCC3)O[C@@H]2C)N(Cc2ccc(Cl)cc2Cl)C1=O | x | x | 5 | -14 | -1 | 9 | x | 0.3 | -7 | -29
CC(C)C[C@H](NC(=O)N1c2ccccc2NC(=O)[C@@H]1C(C)C)C(=O)N1CCC[C@@H]1C(=O)O | -0.5 | 11 | -2 | -6 | -4 | 0 | -3 | -0.5 | 1 | 0
CCN(C(=O)COC(=O)c1ccc(C=O)cc1)c1c(N)n(Cc2ccccc2)c(=O)[nH]c1=O | 0.5 | 6 | -14 | -1 | -2 | 10 | -1 | 0.1 | 11 | -2
CC(C)(C)NC(=O)C(c1ccc(F)cc1)N(Cc1ccccc1Cl)C(=O)c1ccn[nH]1 (configuration not stated) | -5.3 | -3 | -2 | -2 | 2 | -5 | -6 | -0.2 | -6 | -6
Cc1ccc2[nH]c(=O)c(CN(CCCO)S(=O)(=O)c3cccc4nsnc34)cc2c1 | 1.4 | -1 | -5 | -2 | -4 | -2 | 8 | 0.9 | 5 | 1
Cc1ccccc1-n1nc(C(=O)c2cccs2)cc(-c2nc3ccccc3[nH]2)c1=N | 6.2 | -7 | -9 | 1 | -3 | 5 | -7 | -0.7 | 23* | 6
O=C(c1ccccc1Cc1ccccc1)N1CCN(S(=O)(=O)c2ccccc2F)CC1 | -0.5 | 10 | -1 | 3 | -3 | -5 | 7 | -0.2 | -6 | 1
COc1ccccc1OCc1ccc(C(=O)Nc2ccc(Cl)cn2)o1 | 1.1 | -24 | -4 | -1 | 1 | -4 | 1 | -0.2 | -5 | 6
O=C(NN=Cc1ccccc1Cl)c1cccc2ccccc12 | 3.1 | 4 | -9 | -9 | 0 | -1 | 0 | -0.7 | 2 | -8

(next part)
SMILES | FXN GAA850 act | ASAP1 inh | ADAM10 inh | GC-B act | DDE Tn6 FP inh | rCAG RNA binder | ARFGAP1 inhibitor | proKLK7 act | HGIII-sPLA2 inh | GC-A act
COc1ccc2c(c1OC)C(=O)N(c1ccc(F)cc1)C2 | 6.4 | 0 | 1 | 1 | -3 | -3 | 8 | -0.1 | 3 | 2
CCn1cc(C(=O)N2CCN(C3CCCCC3)CC2)c2cc(OC)c(OC)cc2c1=O | 1.7 | -15 | 1 | 3 | -3 | -10 | 9 | 0.2 | 4 | 4
Cc1ccc(S(=O)(=O)Nc2ccc(Cl)cc2)cc1NC(=O)c1cc2c(s1)CCCC2 | -6.1 | 10 | 24* | 4 | -9 | 19 | -1 | -0.9 | -56 | 2
COc1ccc(NC(=S)NCC2CCCO2)c(OC)c1 (configuration not stated) | 0.1 | -6 | -3 | 7 | 0 | 2 | -3 | -0.1 | 1 | 4
CC(C)(C)C(=O)CCN1C(=O)C2(OCCO2)c2ccccc21 | 0.4 | -12 | 1 | 7 | 7 | -5 | 15 | 0.4 | 6 | 1
O=C1NC(c2cccc(Cl)c2)Oc2ccccc21 (configuration not stated) | 1.6 | 4 | -46 | 0 | 2 | -5 | 16 | -1.6 | 11 | -4
Cc1sc2nc(CN3CCOCC3)[nH]c(=S)c2c1C | 2.5 | -20 | 6 | 1 | 6 | -6 | 8 | -0.6 | 4 | 3
Cc1nn2c(COc3ccc(NC(=O)c4ccccc4Cl)cc3)nnc2c2ccccc12 | 3.1 | 4 | 2 | 8 | -3 | 9 | 10 | -1.4 | -4 | 1
CC(=O)N(c1ccccc1)C(C(=O)c1ccccc1)c1ccccc1 (configuration not stated) | -0.3 | 8 | -2 | -1 | 0 | -2 | 5 | -0.5 | 6 | -6
C=CCOC(=O)C1=C(C)NC(=O)NC1c1ccc(OCC)cc1 (configuration not stated) | -0.5 | -6 | 0 | -6 | -4 | -4 | 7 | 0.1 | 0 | -1
c1csc(-c2nnc3ccccn23)c1 | -2.8 | 0 | -54 | 4 | 2 | 3 | -4 | -1.8 | 10 | -2
Cc1ccc2c(c1)N(C)/C(=C/c1cccc[n+]1C)S2 | -1.8 | 8 | 0 | -12 | -10 | -4 | 6 | 0.1 | 10 | -7
O=C(CCCN1C(=O)/C(=C/c2ccccc2)SC1=S)Nc1ccc(C(=O)O)c(O)c1 | -1.6 | 6 | 14 | -4 | 5 | 83* | 1 | 0.3 | -26 | 2
CCCCC(=O)Nc1ccc(NC(=S)NC(=O)CC)cc1OC | 2.3 | 10 | 2 | 2 | -3 | 0 | 8 | -0.6 | 5 | 0
CCCCNC(=O)C[C@H]1C[C@@]2(C(=O)OC)C(=C[C@H](C(C)C)O[C@@H]2C2CC2)N(Cc2ccco2)C1=O | x | x | 7 | -2 | 2 | -1 | x | 0.6 | -8 | -3
COc1ccc(Nc2nc(C)c(-c3ccccc3)s2)cc1 | 5.3 | 11 | 9 | 3 | -8 | 5 | 5 | -0.4 | 8 | -4
N#CCCN(Cc1cccnc1)S(=O)(=O)c1ccc2ccccc2c1 | 0.6 | -7 | -13 | 2 | 0 | -3 | 10 | 0.1 | 8 | -1
COc1ccc(CN=C(N)N=C(N)N)cc1Cl | -1.1 | 10 | -1 | 8 | -2 | -3 | 2 | -0.9 | 5 | 2
Cc1noc(C)c1C(=O)OCC(=O)N(C)C1CCS(=O)(=O)C1 (configuration not stated) | 0.6 | 3 | -13 | 0 | 2 | -2 | 0 | 0.3 | 9 | 2
CCCCCN(C(=O)CCC(=O)OCc1ccccc1F)c1c(N)n(CCCC)c(=O)[nH]c1=O | -2.3 | -4 | 5 | -4 | 4 | -4 | -1 | 0.3 | -2 | 1
Cc1cc(C(=O)NC2CCCc3c2cnn3-c2ccc(C(C)(C)C)cc2)nn1C (configuration not stated) | -3.7 | 2 | 2 | 5 | 3 | -7 | 4 | 0.1 | 2 | -3

Screening results: PubChem, several laboratories
